# KDM5B inh = Primary screen for KDM5B Histone Demethylases FDH-coupled qHTS | 220,000 compounds, 2.6% hits | Lysine-specific demethylase 5B (Homo sapiens), Q9UGL1 | AID 1347165, 2019 | Potency, µM (series often up to 57.7 µM), inactives show top-dose activity change, negative = inhibition, actives largely listed as inhibitors | KDM5B demethylase, FDH-coupled NADH fluorescence (FDH is formaldehyde dehydrogenase); active = well fitted inhibition curve with a large enough effect; inconclusive = small, poorly fitted or top-dose-only effect; inactive = no such curve, though single readings can be large or run the other way; note: 0% is about no effect; nearly all actives have a fitted effect of over 70% in size
# Target sequence (Q9UGL1 whole entry, looked up): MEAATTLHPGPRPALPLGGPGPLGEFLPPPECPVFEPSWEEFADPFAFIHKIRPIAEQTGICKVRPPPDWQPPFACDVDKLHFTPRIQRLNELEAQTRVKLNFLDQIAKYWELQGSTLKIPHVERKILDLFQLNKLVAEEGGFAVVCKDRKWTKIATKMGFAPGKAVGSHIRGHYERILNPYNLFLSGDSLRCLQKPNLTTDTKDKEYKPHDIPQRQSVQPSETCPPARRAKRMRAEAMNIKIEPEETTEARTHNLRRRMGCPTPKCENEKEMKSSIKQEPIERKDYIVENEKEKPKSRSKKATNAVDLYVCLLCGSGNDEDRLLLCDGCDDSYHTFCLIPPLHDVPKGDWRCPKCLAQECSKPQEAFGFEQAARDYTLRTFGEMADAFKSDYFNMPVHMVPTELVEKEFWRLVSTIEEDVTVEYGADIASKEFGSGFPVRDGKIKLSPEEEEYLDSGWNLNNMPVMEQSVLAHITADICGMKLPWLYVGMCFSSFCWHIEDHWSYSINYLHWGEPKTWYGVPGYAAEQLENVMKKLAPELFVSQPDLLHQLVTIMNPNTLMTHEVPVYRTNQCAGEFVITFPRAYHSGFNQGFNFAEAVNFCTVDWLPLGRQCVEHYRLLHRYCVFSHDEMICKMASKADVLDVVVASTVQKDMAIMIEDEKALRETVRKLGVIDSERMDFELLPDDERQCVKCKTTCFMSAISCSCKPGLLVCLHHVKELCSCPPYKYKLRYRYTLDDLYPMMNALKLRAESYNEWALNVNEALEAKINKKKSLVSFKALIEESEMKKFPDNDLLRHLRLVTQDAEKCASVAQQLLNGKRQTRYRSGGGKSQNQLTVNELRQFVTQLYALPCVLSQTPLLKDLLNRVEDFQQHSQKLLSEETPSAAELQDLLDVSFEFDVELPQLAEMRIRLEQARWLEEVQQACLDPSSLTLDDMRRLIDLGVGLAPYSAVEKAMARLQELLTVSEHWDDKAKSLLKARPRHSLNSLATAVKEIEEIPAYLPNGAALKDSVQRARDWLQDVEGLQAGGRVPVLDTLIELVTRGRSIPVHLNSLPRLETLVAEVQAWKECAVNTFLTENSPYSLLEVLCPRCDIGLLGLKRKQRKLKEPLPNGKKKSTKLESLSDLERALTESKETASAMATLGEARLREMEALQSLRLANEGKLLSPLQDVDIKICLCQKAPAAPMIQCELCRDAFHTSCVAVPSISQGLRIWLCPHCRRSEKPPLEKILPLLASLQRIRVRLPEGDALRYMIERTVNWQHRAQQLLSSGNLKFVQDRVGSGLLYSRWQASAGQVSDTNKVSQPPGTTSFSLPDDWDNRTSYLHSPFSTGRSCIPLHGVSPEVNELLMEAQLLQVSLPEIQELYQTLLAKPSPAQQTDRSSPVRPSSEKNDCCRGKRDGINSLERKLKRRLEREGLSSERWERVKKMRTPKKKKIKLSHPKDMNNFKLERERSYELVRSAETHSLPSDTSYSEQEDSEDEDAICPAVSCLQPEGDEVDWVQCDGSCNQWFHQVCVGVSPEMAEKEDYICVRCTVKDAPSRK
#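 Measured: NADH fluorescence change, 30 min, RT. System: KDM5BΔAP 200 nM final, H3K4me3 peptide, α-KG, Fe(II), ascorbate, NAD⁺ plus FDH, pH 7.5 HEPES. Compounds: titrated, 10 min pre-incubation with enzyme.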
# Starred values were filed as active, the others as inactive; i = inactive; ? = inconclusive; & = joins results of further samples; [ ] = another dose, or the depositor's remark. Potency is the fitted concentration of half-maximal effect. This is a subset; count on the stated rates, not on these rows.
KDM5B inh | canonical_smiles
? | COc1ccc(-c2cc(N3CCN(C(=O)Cc4c(F)cccc4Cl)CC3)n[nH]2)cc1
? | C=CCNC(=O)c1cn2c(n1)CN(C(C)=O)CC2
? | CCc1noc(-c2cccn3c(CNC(=O)C4CCCCC4)nnc23)n1
9% | COC[C@@H]1CN(Cc2cnn(C(C)C)c2)C[C@H]1c1nc(C2CC2)no1
? | CC1Oc2ccc(NC(=O)c3cccc(F)c3)cc2CN(Cc2ccc3c(c2)OCO3)C1=O (stereo unspecified)
-9% | Cc1ccc(C)c(NC(=O)N(C)CC2CCOC2)c1 (stereo unspecified)
-29%[86.2 µM] | O=C1Cc2c(-c3ccccc3Cl)n[nH]c2CN1Cc1ccccc1F
-16% | CCOC(=O)CSC(C(=O)NC(N)=O)C(C)C (stereo unspecified)
1% | CCOC(=O)C1=C(C)Nc2ncnn2C1c1ccc(O)cc1 (stereo unspecified)
17% | Nc1ccc(C(=O)OC2CCCCC2)cc1
? | CCOc1ccc(CN2CCN(C3CCN(C(C)C)CC3)CC2CCO)cc1 (stereo unspecified)
13% | COc1ccc(CNC(=O)N2CC[C@@](O)(C3CCC3)[C@H](C)C2)cc1
10%&1% | Cc1ncc2n1C(=O)N(C1CCN(Cc3ccc(N(C)C)cc3)CC1)C2
16% | CCCc1ccc(C(NC(=O)Cn2ccc(=O)[nH]c2=O)c2cccs2)cc1 (stereo unspecified)
13% | CCCCNC(=O)C1CCC(CNS(=O)(=O)c2ccc(NC(C)=O)cc2)CC1 (stereo unspecified)
17% | Cc1ccc2c(COC(=O)COc3ccccc3)cc(=O)oc2c1C
11% | CN(C)c1ccc(S(=O)(=O)NCC(=O)OCC(=O)c2ccc[nH]2)cc1[N+](=O)[O-]
0% | COc1cnn(-c2ccccc2)c(=O)c1OC
-3% | CCOC(=O)C1CCN(C(=O)COc2ccc(S(=O)(=O)N3CCOCC3)cc2)CC1
-22% | CC(COc1ccc(F)cc1)CN1CCC(C(O)(c2ccccc2)c2ccccc2)CC1 (stereo unspecified)
-26% | CC1CCN(S(=O)(=O)c2ccc3c(ccc(=O)n3CC(=O)NCc3ccc(Cl)cc3)c2)CC1
? | CCOc1ccc2oc(=O)cc(CN3CCOCC3)c2c1
9%[86.2 µM] | O=C(C[C@@H]1C[C@H]2O[C@H](CNC3CCC(F)(F)CC3)[C@@H](O)[C@H]2O1)N1CCOCC1
? | Cc1ccc(C(=O)Nc2ccc3c(c2)N(C)C(=O)c2ccccc2S3)cc1F
-1% | Cc1ccc(C)c(NC(=O)c2cc3c(cc2C)OCCCO3)c1
? | CC[C@@H](Nc1ncnc2c1CN(C1CCCNCC1)C(=O)CN2C)c1ccccc1 (stereo partly specified)
11% | Cc1ccc(N(Cc2nc3nc(C)cc(=O)n3[nH]2)C(=O)c2ccccc2Cl)cc1
23% | N#Cc1ccc(COC(=O)c2ccccc2SCC2CCCO2)cc1 (stereo unspecified)
2% | Cc1nc(-c2c(Cl)cccc2Cl)sc1C(=O)N1CCCC(C(=O)O)C1 (stereo unspecified)
-9% | CC(C)CN1C(=O)C(CC(=O)N2CCOCC2)Sc2ncccc21 (stereo unspecified)
7% | Cc1ccc(C2C(C(=O)c3cccs3)=C(O)C(=O)N2CCc2ccccc2)cc1 (stereo unspecified)
0% | COc1ccc(OCCN(C)C(=O)c2cn(C)c3ccccc23)cc1
-18% | CSc1nnc2c(n1)OC(c1cccc(O)c1Cl)Nc1ccccc1-2 (stereo unspecified)
? | O=C(NC1CC1)c1cc(-c2ccccc2C(F)(F)F)nc2onc(C3CCCN3)c12 (stereo unspecified)
35µM* | CC(=O)Nc1cccc(-c2nccc3c(=O)cc(N4CCOCC4)oc23)c1
-4% | O=C1N[C@@H]2CCN(S(=O)(=O)c3ccc4ccccc4c3)[C@@H]2C(=O)N1c1ccc(F)cc1
? | Cc1ccc(CCNC(=O)c2ccc(CSc3nc4ccncc4n3Cc3ccc(F)cc3)cc2)cc1
25% | O=C(Cn1nc2n(c1=O)CCCCC2)Nc1cccc(Br)c1
28µM* | O=C1N[C@H](CC(=O)N2CCN(c3ccccn3)CC2)C(=O)Nc2ccccc21
11%[115 µM] | CCC(=O)N1Cc2ccccc2CC2(CCCN(CC3CCOCC3)C2)C1 (stereo unspecified)

# Marked active in KDM5B inh (from the list above):
KDM5B inh | canonical_smiles
35µM* | CC(=O)Nc1cccc(-c2nccc3c(=O)cc(N4CCOCC4)oc23)c1
28µM* | O=C1N[C@H](CC(=O)N2CCN(c3ccccn3)CC2)C(=O)Nc2ccccc21

# (list continues)
KDM5B inh | canonical_smiles
8% | CCOc1ccc([C@H]2C3=C(C[C@H](c4ccc(OC)c(OC)c4)CC3=O)Nc3[nH][nH]c(=O)c32)cc1
13% | CN(Cc1cccs1)C(=O)c1cc2ccccc2[nH]1
19%&-15% | O=[N+]([O-])c1ccc(/C=N/NC(=S)Nc2ccccc2)cc1
5% | Cc1cc(C)n(-c2ccc(S(=O)(=O)N3CCCC3)cc2[N+](=O)[O-])n1
11% | CC(Sc1nc(CN2CCOCC2)nc2ccccc12)C(=O)c1ccccc1 (stereo unspecified)
-10% | O=C(Cn1nc2c(cc1=O)CCCC2)NCc1ccccc1Cl
? | CCc1noc(-c2cccn3c(CNC(=O)c4cc(C)cc(C)c4)nnc23)n1
? | COc1ccc(CNC(=O)c2cc3c(-c4ccccc4F)nn(C)c3s2)c(OC)c1

# 6 of the compounds above, bar-delimited.
canonical_smiles | KDM5B inh
O=C(Cn1nc2c(cc1=O)CCCC2)NCc1ccccc1Cl | -10%
CC(Sc1nc(CN2CCOCC2)nc2ccccc12)C(=O)c1ccccc1 (stereo unspecified) | 11%
CCOc1ccc([C@H]2C3=C(C[C@H](c4ccc(OC)c(OC)c4)CC3=O)Nc3[nH][nH]c(=O)c32)cc1 | 8%
CN(Cc1cccs1)C(=O)c1cc2ccccc2[nH]1 | 13%
COc1ccc(CNC(=O)c2cc3c(-c4ccccc4F)nn(C)c3s2)c(OC)c1 | ?
O=[N+]([O-])c1ccc(/C=N/NC(=S)Nc2ccccc2)cc1 | 19%&-15%

# (more compounds)
KDM5B inh | canonical_smiles
2% | O=C(c1ccccc1)N1CCC(c2nn(-c3ccc(Cl)cc3)c(=O)[nH]2)CC1
-20% | COc1cccc(S(=O)(=O)N2CCCCCCN(C)C(=O)CC2)c1
16% | O=C(Nc1c(-c2ccccc2)nc2ccccn12)c1cccc(F)c1
? | CCCN1CCc2c(sc(NC(=O)c3ccc(S(=O)(=O)N(C)c4ccccc4)cc3)c2C(=O)NC)C1
-11% | Cc1ccc(NC(=O)Nc2nnc(SCC(=O)N3CCCCC3)s2)cc1
-2%[86.2 µM] | COC[C@H]1CCCN1C(=O)CC[C@H]1CNC(=O)[C@@H]2[C@@H](CCN2C2CCOCC2)N1C
10%[149 µM] | CC(=O)N1CCC2(CC1)CN(C(=O)CCC(=O)O)Cc1ccccc1O2
-25% | COc1cc(/C=C(/C#N)c2nc3ccccc3[nH]2)ccc1OCCC(C)C
20% | CC1(CCC(=O)N2CCCC(Nc3ccc(F)cc3)C2)CC1 (stereo unspecified)
17% | Cc1ncc(CO)c(CNc2ccc(Oc3ccccc3)cc2)c1O
5% | Cc1cc(=O)oc2c(C)c(OCC(=O)NCc3ccc(S(N)(=O)=O)cc3)ccc12
6% | COC(=O)c1cc(/C=C(/C#N)c2nc3ccccc3[nH]2)oc1C
28µM* | CNc1cc(C(=O)N[C@H](c2cccs2)C2CC(O)C2)ccn1 (stereo partly specified)
? | CC(C)(C)NC(=O)CCN(/N=C/c1ccccc1)C1=NS(=O)(=O)c2ccccc21
9% | O=C(NNC(=O)C1CCCCC1)c1ccc(Cl)cc1
-10% | CCn1nc(C(=O)OCC(=O)N(C)Cc2ccco2)c2ccccc2c1=O

# Brought forward from above: 4 entries; new compounds follow.
KDM5B inh | canonical_smiles
28µM* | CNc1cc(C(=O)N[C@H](c2cccs2)C2CC(O)C2)ccn1 (stereo partly specified)
? | CC(C)(C)NC(=O)CCN(/N=C/c1ccccc1)C1=NS(=O)(=O)c2ccccc21
9% | O=C(NNC(=O)C1CCCCC1)c1ccc(Cl)cc1
-10% | CCn1nc(C(=O)OCC(=O)N(C)Cc2ccco2)c2ccccc2c1=O
-16% | Cn1cc(S(=O)(=O)N2CCCC(C(=O)Nc3ccn(Cc4ccc(Cl)c(Cl)c4)n3)C2)cn1 (stereo unspecified)
? | Cc1oc(-c2cccs2)nc1CC(=O)N1CCOCC1
? | CCOC(=O)C1CCC(CN(Cc2ccc(OC)cc2)S(=O)(=O)c2ccc(F)c(C(=O)Nc3cc(Cl)ccc3OC)c2)CC1 (stereo unspecified)
3% | CC(=O)C1C(=O)CC(C)(O)C(C(C)=O)C1c1ccc(O)cc1 (stereo unspecified)
9% | Cc1nc2ccc(Cl)cc2cc1C(=O)NC(C)C
5% | O=C(CNS(=O)(=O)c1ccc(Br)s1)NCCc1ccc(Cl)cc1
-21% | CNC(=O)[C@@H]1CN(S(=O)(=O)c2ccc(Cl)s2)C[C@H]1c1n[nH]c(C)n1
-14% | Cc1cnc(C(=O)N2CCC(n3nccc3NC(=O)CCOc3ccccc3)CC2)cn1
? | COc1cc(Cl)cc2cc(C(=O)N3CCOCC3)c(=O)oc12
28µM* | Cc1ccc2[nH]c(=O)cc(C(=O)N3CCOC(CCCC(C)C)C3)c2c1 (stereo unspecified)
-5% | Cc1ccc(NC(=O)CN(c2ccnn2C(C)C)S(=O)(=O)c2ccccc2)cc1
21% | CC(C)CCOc1ccc(Cn2c(=O)sc3ccccc32)cc1
? | Cc1ccc(CN2CCCC2)cc1
? | COc1ccc(OC)c(NC(=O)c2cc3c(OC)c(OC)c(OC)cc3[nH]2)c1
-4%[86.2 µM] | COc1ccc2nc3n(c2c1)[C@@H](CNC(=O)NC(C)C)COC3
? | CC(C)(C)c1ccc(NC(=O)C2CCCN(c3cnccn3)C2)cc1 (stereo unspecified)
i | COc1ccc(-c2ccc3nc(-c4cccc(C)c4C)oc3c2)c(OC)c1OC
? | c1ccc2c3c(ccc2c1)-c1cccc2cccc(c12)O3
? | COC[C@@H]1[C@H](C(=O)N2CCN(c3ccc(F)cc3)CC2)CCC(=O)N1C
-12% | COC(=O)c1cc(NC(=O)c2ccc(OC(F)F)cc2)c(F)cc1F
-28% | N#C/C(=C/c1ccc(OC(F)F)cc1)C(=O)c1c[nH]c2cc(F)ccc12
19% | NC(=O)c1ccc(O[C@@H]2COCC[C@H]2NC(=O)N2CCOCC2)cc1
-29% | Cc1ccc(-n2nc3n(c2=O)CCN(C(=O)Nc2ccc(Cl)cc2)C3)cc1
28% | O=C(Cn1cccc1-c1nc(-c2ccccc2)no1)Nc1ccc(F)cc1
9% | CCC(CC)C(=O)Nc1ccc(OC)c2ncccc12
-3% | OC1(CN2CCCCC2)CCN(Cc2cnn(-c3cccc(F)c3)c2)C1 (stereo unspecified)
-6% | O=C(NCc1cccn1Cc1cccc(F)c1)NC12CC3CC(CC(C3)C1)C2
4% | CCOC(=O)C1CCCN(C(=O)Cn2ncn3c(cc4sc(CC)cc43)c2=O)C1 (stereo unspecified)
5% | O=C(NC1CCCCC1)C1CC(=O)N(c2ccccc2)C1 (stereo unspecified)
-11%[149 µM] | CN(C)C(=O)N1C2CCC1CN(c1ccc(C(F)(F)F)cc1)C2
11% | COc1cccc(CNC(=O)c2ccc(C)cc2)c1
-14% | Cc1nc2ccccc2n1CC(=O)N[C@@H]1COCC[C@@H]1OCC1CC1
-19% | O=c1[nH]c(=S)[nH]c2scc(-c3ccc(Br)cc3)c12
? | CCOc1ccc(C(O)Cn2ccn3nc(-c4ccccc4C)cc3c2=O)cc1 (stereo unspecified)
5% | O=C([C@H]1O[C@H](CCN2C[C@@H]3C[C@H](C2)c2cccc(=O)n2C3)CC[C@@H]1O)N1CCN(c2ccccc2)CC1
8% | CC(=O)Nc1ccc(C(=O)CSc2ccccc2Cl)cc1
5% | CCc1noc(-c2cn(C3CCN(C(=O)c4cc(Cl)ccc4OC)CC3)nn2)n1
? | O=C(O)C[C@@H]1CCN(C(=O)C2CCCC2)C[C@@H]1CC1=NCCc2cc(F)ccc21
-13% | COc1cccc(Nc2sc(C(=O)c3ccc(Cl)cc3)c(N)c2C(=O)NCc2ccc(C)cc2)c1
-20% | Cc1nc(-c2ccccc2)sc1-c1ccc(SCC(=O)NCc2ccc(F)cc2)nn1
i | N#Cc1nc(-c2ccc(S(=O)(=O)N3CCOCC3)cc2)oc1NCCCN1CCOCC1
? | Cc1ccc(C2=CC(c3ccc(Cl)cc3)n3nc(-c4ccc(C)cc4)nc3N2)cc1 (stereo unspecified)
-7% | COc1ccccc1C(=O)NCCC1CCN(C(=O)Nc2ccccc2F)CC1
-30% | O=C1/C(=C/c2cccc(F)c2)SC(=S)N1NS(=O)(=O)c1ccccc1
28µM* | CC(C)(CC(=O)O)CC(=O)N[C@H]1CO[C@H]2[C@@H]1OC[C@@H]2Nc1nccc(-c2ccc3c(c2)OCO3)n1
9%[115 µM] | COc1ccccc1C(=O)N1CCc2nc(C(C)C)nc(-c3ccc(Cl)cc3)c2CC1
-17% | CN(Cc1cc(F)c(F)c(F)c1)C1CCc2nn(CC3CC3)c(=O)n2CC1 (stereo unspecified)
? | COc1ccc(C2Nc3ccccc3-c3cc(C)nn32)cc1OC (stereo unspecified)
-14% | COc1ccc(OC)c(NC(=O)Cc2c(C)c3ccc(OC)c(C)c3oc2=O)c1
-30%[86.2 µM] | COc1ccc(-c2cn3c(n2)CO[C@@H](CNC2CCCC2)C3)cc1
-18% | COc1ccc(CNC(=O)c2cccn2-c2nnc(N3CCCCC3)s2)c(OC)c1
-7% | Cc1nc(CSc2nccc(C(F)(F)F)n2)cs1

# Screening results as filed in PubChem BioAssay.
